# UBC13 polyUb = UBC13 polyubiquitin chain formation inhibitors, primary screen, biochemical, TR-FRET, uHTS. inhibition, % at 20 µM. 0.47% of 330,000 active. AID 485273, 2010; in the data active means inhibition above about 45%, passing the limit was not always enough
# SENP8 block = SENP8 protease inhibitors, primary screen, biochemical, luminescence | Sentrin-specific protease 8 (Homo sapiens), Q96LD8 | purified SENP8, Z-RLRGG-aminoluciferin cleavage | inhibition, % at 10 µM | 1.2% of 330,000 active | AID 2540, 2010
# Gli-Sufu block = Gli-Sufu pathway antagonists, primary screen, luciferase luminescence, Sufu-KO-LIGHT cells, uHTS. Sufu-KO-LIGHT fibroblasts, Gli luciferase reporter luminescence. inhibition, % at 5 µM. 0.74% of 340,000 active. AID 588413, 2011;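 active means inhibition above about 55%, limit read from the data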;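 further: 0% = DMSO-treated cells and 100% = wells with medium but no cells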
# HKDC1 inh = HKDC1 hexokinase inhibitors, primary screen, biochemical, fluorescence, uHTS. 0.16% of 340,000 active. inhibition, % at 20 µM. recombinant HKDC1, G6PDH/diaphorase resazurin coupled fluorescence. Q2TB90;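 active means inhibition above about 35% when tested at 20 µM, limit read from the data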;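 further: plate controls were DMSO wells with enzyme for no effect and DMSO wells lacking enzyme for full effect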
#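 Test system: Recombinant HKDC1 (HK5) hexokinase enzyme, produced in-house | Input: HKDC1 at 5 µg/mL | Buffer or medium: Tris pH 8.0 buffer with MgCl2, Tween-20, BSA, BME | Schedule: 90 min reaction incubation at room temperature, dark | Technique: Resazurin-to-resorufin fluorescence via G6PDH and diaphorase coupling, 525/613 nm | Controls: DMSO wells with and without enzyme mix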
# SENP7 block = SENP7 protease inhibitors, primary screen, biochemical, luminescence, uHTS. Sentrin-specific protease 7 (Homo sapiens), Q9BQF6. recombinant SENP7, Z-RLRGG-aminoluciferin luminescence, 40 min. inhibition, % at 5 µM. 1.5% of 330,000 active;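 active means inhibition above about 50% at the single test dose, limit read from the data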;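 further: plate controls were DMSO with enzyme for no effect and no enzyme buffer wells for full effect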
# Apaf1 inhib = inhibitors of human Apaf-1 apoptosome, primary screen, biochemical, DEVD-Rh110 fluorescence, uHTS | inhibition, % at 20 µM | Apoptotic protease-activating factor 1 (Homo sapiens), O14727 | 0.71% of 330,000 active | AID 489030, 2010 | reconstituted apoptosome caspase-3 activity; active means inhibition of at least 40% at 20 µM;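 further: plate controls were DMSO wells for no effect and DEVD-CHO caspase inhibitor wells for full effect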
# Target sequence (O14727 whole entry, looked up): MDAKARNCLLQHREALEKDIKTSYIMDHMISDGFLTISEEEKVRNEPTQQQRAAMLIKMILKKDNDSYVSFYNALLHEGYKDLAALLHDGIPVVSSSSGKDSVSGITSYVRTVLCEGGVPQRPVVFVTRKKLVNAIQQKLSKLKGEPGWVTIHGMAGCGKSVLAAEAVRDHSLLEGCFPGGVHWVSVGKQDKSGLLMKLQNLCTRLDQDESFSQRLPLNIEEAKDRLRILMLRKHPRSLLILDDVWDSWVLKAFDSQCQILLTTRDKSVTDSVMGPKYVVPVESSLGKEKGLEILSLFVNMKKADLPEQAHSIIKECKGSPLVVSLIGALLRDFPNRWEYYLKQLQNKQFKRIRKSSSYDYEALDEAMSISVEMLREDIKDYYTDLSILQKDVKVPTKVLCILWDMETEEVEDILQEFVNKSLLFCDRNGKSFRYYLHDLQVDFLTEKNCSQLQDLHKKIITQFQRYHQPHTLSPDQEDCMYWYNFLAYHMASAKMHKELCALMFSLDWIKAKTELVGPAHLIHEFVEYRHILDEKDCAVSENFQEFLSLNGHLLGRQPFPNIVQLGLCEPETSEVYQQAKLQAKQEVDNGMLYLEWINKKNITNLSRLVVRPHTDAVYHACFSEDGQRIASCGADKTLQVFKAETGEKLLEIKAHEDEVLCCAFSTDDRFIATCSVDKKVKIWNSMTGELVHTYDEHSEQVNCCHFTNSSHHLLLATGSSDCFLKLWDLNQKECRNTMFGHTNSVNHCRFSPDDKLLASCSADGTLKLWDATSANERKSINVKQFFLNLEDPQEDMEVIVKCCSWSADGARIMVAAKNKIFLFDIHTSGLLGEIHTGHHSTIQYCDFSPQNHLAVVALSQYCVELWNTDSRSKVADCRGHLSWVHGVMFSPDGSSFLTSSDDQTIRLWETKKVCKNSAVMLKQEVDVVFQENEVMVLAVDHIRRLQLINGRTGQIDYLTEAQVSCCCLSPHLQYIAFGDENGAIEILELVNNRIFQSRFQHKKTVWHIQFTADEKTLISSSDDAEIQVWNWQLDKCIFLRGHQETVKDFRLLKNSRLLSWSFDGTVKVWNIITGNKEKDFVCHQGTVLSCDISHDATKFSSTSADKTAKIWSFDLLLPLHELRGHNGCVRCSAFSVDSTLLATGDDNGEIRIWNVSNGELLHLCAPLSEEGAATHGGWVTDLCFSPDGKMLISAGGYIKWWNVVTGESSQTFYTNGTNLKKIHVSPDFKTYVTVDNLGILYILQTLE
#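 System: reconstituted apoptosome with Apaf-1, cytochrome c, caspase-9, procaspase-3, dATP; Signal: Rh110 fluorescence intensity; Schedule: 30 min compound preincubation, 50 min activation, room temperature; Reagent: cytochrome c trigger plus (Z-DEVD)2-Rh110 caspase-3 substrate.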
# 697 NFkB inh = inhibitors of PMA/ionomycin-induced NF-kB reporter, 697 cells, primary screen, B-cell NF-kB inhibitor project, cell-based, luminescence, uHTS; 0.33% of 330,000 active; 697 B-cell NF-kB luciferase reporter, 16 h; AID 435022, 2010; inhibition, % at 4 µM; in the data active means inhibition above about 35%
# Jurkat NFkB inh = inhibitors of induced NF-kB luciferase reporter, primary screen, TCR NF-kB activation inhibitor project, cell-based, luminescence, uHTS; Jurkat, PMA/ionomycin-induced NF-kB luciferase reporter; inhibition, % at 4 µM; 0.53% of 330,000 active; AID 435003, 2010
# Numbers without * were called inactive; / = no result given. Unless noted, no stated cut-off is given here; in the data, active means inhibition above about 50%; inactive means the rest.
SMILES,UBC13 polyUb,SENP8 block,Gli-Sufu block,HKDC1 inh,SENP7 block,Apaf1 inhib,697 NFkB inh,Jurkat NFkB inh
CCNC(=S)NNC(=O)c1cc(Br)cs1,1,-12,-5,-9,4,10,-4,-19
CCOP(=O)(OCC)C(NC(=O)Nc1ccc(C)c(Cl)c1)c1ccccc1 (stereo not given),9,-5,5,-4,4,4,1,-3
CC(C#N)(NC(=O)CN1CCN(S(=O)(=O)c2ccc(Br)cc2Cl)CC1)C1CC1 (stereo not given),0,3,-3,-1,8,0,20,5
O=C(COC(=O)CCNS(=O)(=O)c1ccccc1)NNC(=O)c1ccccc1,4,-7,-1,-24,-4,4,11,2
Cc1cccc2cc(/C=C/C(=O)c3ccco3)c(Cl)nc12,-7,-4,-4,12,3,9,-12,14
Cc1ccc(S(=O)(=O)N2CCN(Cc3cc(C(C)(C)C)ccc3O)CC2)cc1,-1,5,13,-3,-4,18,5,7
CC(=O)Nc1ccc(S(=O)(=O)N(C#N)c2nc(N(C)C)nc(N(C)C)n2)cc1,-4,-6,16,-2,-2,-7,12,12
COc1ccc(-n2ncc3c2CC(C)(C)CC3NC(=O)CCN2CCCC2=O)cc1 (stereo not given),-7,1,19,-4,-14,3,-9,0
CC(=O)N1CCN(C(=O)c2ccc(-c3ccccc3Cl)o2)CC1,5,-3,-11,-5,2,-6,-30,-36
O=C(c1sc2cc(F)ccc2c1Cl)N1CCN(c2cccc(Cl)c2)CC1,12,4,8,-12,-2,8,-7,22
O=c1c2c(nc3n1CCCCC3)-c1ccccc1CC21CCCC1,-1,-7,19,2,12,-5,-23,-8
COc1cc(CC(=O)Nc2cccc(SC)c2)cc(OC)c1OC,8,4,26,-11,3,2,-56,22
COc1cc(OC)cc(C(=O)NCC(=O)N2CCC(C)CC2)c1,42,3,-15,-5,-5,17,-14,4
CNS(=O)(=O)c1cccc(C(=O)OCC(=O)Nc2ccc3ccccc3c2)c1,-5,8,-2,-7,1,-7,2,-4
COc1ccc(CCNC(=S)NC(=O)c2cc(OC)c(OC)c(OC)c2)cc1OC,31,5,50,-1,10,19,-6,8
COc1ccc(OC(=O)COc2ccc(C)cc2)cc1,7,7,0,-3,0,0,6,-7
Cc1ccccc1NC(=O)Cc1nnc(SCC(=O)NC2CCCCC2)n1C,-7,-5,-42,-6,-7,9,-8,-4
CC(C)CNC(=O)C1Nc2ccc(OC(F)(F)F)cc2C2C=CCC12 (stereo not given),-13,-13,-4,5,9,11,5,9
COc1cc(/C=N/NC(=O)c2c(-c3c(Cl)cccc3Cl)noc2C)ccc1OCC(N)=O,-6,-1,3,-3,-5,10,-18,-8
CC(C)(C)c1ccc(S(=O)(=O)NNC(=O)c2cc3ccccc3[nH]2)cc1,-8,10,20,1,3,19,-49,-59
CSc1ccccc1NC(=O)c1cc(-c2ccc3c(c2)OCO3)on1,6,-9,-29,-3,-7,-197,-59,-65
O=C(Nc1ccccc1)Nc1cccc(-c2cn3cccnc3n2)c1,-1,-7,-3,2,6,-10,6,1
CCCCn1c(N)c(N(Cc2ccccc2OC)C(=O)c2ccc(N3CCCC3=O)cc2)c(=O)[nH]c1=O,2,8,-5,-4,-5,0,22,17
CC(C)(C)c1ccc(-n2ncc3c2CCCC3NC(=O)c2csnn2)cc1 (stereo not given),-2,-11,17,-4,-8,20,-37,6
Cc1ccc(NC2(c3nnnn3-c3c(C)cccc3C)CCCCC2)cc1,4,8,7,-3,9,7,14,19
CCOC(=O)c1c(C)[nH]c(C(=O)OCc2ccc(C)cc2)c1C,0,2,-20,1,4,14,-21,-12
COc1ccccc1C(=O)Nc1cc(Cl)ccc1O,4,-4,-6,-5,1,5,6,-19
Cc1cccc(NC(=O)CCc2nc3sc4c(c3c(=O)[nH]2)CCCC4)n1,2,-6,7,2,-13,17,-18,-7
COc1ccc(CNC(=O)C2CCCN(Cc3nc(-c4cccc(C)c4)oc3C)C2)cc1 (stereo not given),7,0,32,2,5,13,9,5
COc1ccc(-c2cc(C(=O)O)c3sc(N4CCCCC4)nc3n2)cc1OC,-11,-14,-1,6,-3,5,-10,-3
CC(C)(C)OC(=O)N[C@@H](Cc1ccccc1)c1nnc(SCC(=O)c2ccc(Cl)cc2)o1,2,2,0,-8,0,-5,-3,8
Cc1nc(NC(=O)c2cccnc2Cl)sc1C,11,32,-48,0,49,-13,-74,-58
CN(Cc1ccc(F)cc1)C(=O)c1cccc(NS(=O)(=O)c2ccccc2)c1,-5,7,-6,9,-2,8,11,7
Cc1cc(Cl)c2oc(C(=O)N(CCO)Cc3ccccc3)c(C)c2c1,-1,0,10,3,0,13,-20,-13
CCOc1ccccc1CN1CCNC(=O)C1CC(=O)NCc1ccccn1 (stereo not given),-4,-6,16,-5,6,8,-20,-10
CCOc1ccccc1NC(=O)CCc1nnc2ccc(N3CCC4(CC3)OCCO4)nn12,-12,-2,45,-5,-7,4,-10,2
c1ccc2c(c1)c1cccc3ccc4cccc2c4c31,22,-3,-2,0,-7,6,-11,-10
CN(Cc1ccccc1)C(=O)c1ccc(Cl)c([N+](=O)[O-])c1,-4,-11,5,-11,-8,3,21,5
CC(Oc1ccc(Cl)cc1)c1ccnn1S(C)(=O)=O (stereo not given),6,-3,-4,-4,-1,0,7,3
NCC1CC2c3ccccc3C1c1ccccc12 (stereo not given),5,-3,-3,-4,-2,-2,6,-9

# Brought forward from above: 7 compounds, then new ones.
SMILES,UBC13 polyUb,SENP8 block,Gli-Sufu block,HKDC1 inh,SENP7 block,Apaf1 inhib,697 NFkB inh,Jurkat NFkB inh
Cc1cc(Cl)c2oc(C(=O)N(CCO)Cc3ccccc3)c(C)c2c1,-1,0,10,3,0,13,-20,-13
CCOc1ccccc1CN1CCNC(=O)C1CC(=O)NCc1ccccn1 (stereo not given),-4,-6,16,-5,6,8,-20,-10
CCOc1ccccc1NC(=O)CCc1nnc2ccc(N3CCC4(CC3)OCCO4)nn12,-12,-2,45,-5,-7,4,-10,2
c1ccc2c(c1)c1cccc3ccc4cccc2c4c31,22,-3,-2,0,-7,6,-11,-10
CN(Cc1ccccc1)C(=O)c1ccc(Cl)c([N+](=O)[O-])c1,-4,-11,5,-11,-8,3,21,5
CC(Oc1ccc(Cl)cc1)c1ccnn1S(C)(=O)=O (stereo not given),6,-3,-4,-4,-1,0,7,3
NCC1CC2c3ccccc3C1c1ccccc12 (stereo not given),5,-3,-3,-4,-2,-2,6,-9
COc1ccccc1C(O)(C(=O)NNc1ccccc1C)c1ccccc1OC,-2,-17,-7,-5,-8,-1,-3,-9
CC(=O)N1N=C(c2cccc(Cl)c2)OC1c1ccc(C(C)C)cc1 (stereo not given),4,-1,-11,-3,7,17,-14,-12
O=C(COc1ccc(Cl)cc1Cl)NNC(=S)NC(=O)c1ccco1,0,0,-4,-6,8,4,-13,-7
CC(=O)Nc1ccc(Cl)c(-c2nc3ncccc3o2)c1,-2,-3,4,-6,-4,4,7,8
COc1ccc(N2CCN(C(=O)COC(=O)CSc3ccccc3)CC2)cc1,-2,-7,-12,1,2,5,-9,-5
COc1ccc(C(C(=O)NC(C)(C)C)N(C(=O)CCC(=O)Nc2cc(C)on2)c2c(C)cccc2C)cc1 (stereo not given),-4,9,-13,-8,-4,8,16,-1
COc1ccc(CN(CC(=O)NCc2ccco2)C(=O)CCC(=O)Nc2ccccn2)cc1,1,-15,-3,-5,-1,-5,4,-3
COCCCNC(=O)C1CCC(CNS(=O)(=O)c2ccc(Cl)cc2)CC1 (stereo not given),9,9,1,-10,4,-3,11,1
O=C(CSc1nnc(-c2ccco2)n1Cc1ccco1)NCc1cccs1,-4,-4,2,-6,9,-5,3,9
CCCC[C@@H]1CCCO[C@@](C(=O)NCc2cc(C)n(C)n2)(C(F)(F)F)C1,3,-7,-1,-2,-9,4,10,-7
Cc1ccc(C(=O)NCC(C)(C)N2CCOCC2)s1,5,-2,0,-2,-5,-2,1,0
COc1ccc(OC)c(N(CC(=O)NCc2ccncc2)S(C)(=O)=O)c1,-1,-7,1,-1,-3,-12,4,-18
C=C1C[C@H]2[C@@H]3CCc4cc(OC)ccc4[C@H]3CC[C@]12C,8,0,0,0,1,0,8,-9
O=C(COC(=O)c1ccc(F)cc1F)NCCC1=CCCCC1,2,2,-6,-6,0,-1,25,-2
COc1cc(CC(NC(C)=O)C(=O)NC2CCN(c3nc(OC)nc(OC)n3)CC2)cc(OC)c1 (stereo not given),10,1,4,3,0,-18,12,9
N#Cc1cc2c(nc1SCC(=O)N1CCOCC1)CCCCC2,5,6,30,-10,-4,-10,-68,-47
Fc1ccc(CNC(=S)NCc2ccccc2)cc1,0,-12,14,0,-11,10,-3,10
CC(C)(C)n1ncc2c(=O)n(CC(=O)Nc3ccc(Cl)cc3)cnc21,9,1,-12,13,-4,3,13,1
CC(=O)Nc1c(C(N)=O)oc2ccc(Cl)cc12,-3,-3,7,-4,3,-8,2,-14
CC1CC2=C(C(=O)O1)C(c1ccccc1)Nc1ccccc1N2 (stereo not given),-4,-10,0,5,-5,-9,-22,8
O=C(COc1ccccc1Cl)NC(=O)NC1CCCC1,0,-12,-4,-4,-16,-1,-39,-60
Cc1ccccc1C(=O)NC(=S)NCC(=O)c1ccccc1,6,-3,-11,-3,-5,3,-21,-6
Cc1cccc(N2C(=O)CC(N3CCN(C(=O)c4ccccc4)CC3)C2=O)c1 (stereo not given),2,-6,5,-8,8,-6,15,4
O=C(/C=C/c1ccc(OC2CSC2)cc1)c1ccccc1,7,54*,-54,19,55*,24,-41,-56
COc1ccc(NC(=O)NCCCN2CCc3ccccc3C2)cc1,12,4,0,-9,-6,-5,5,0
CC(=O)NNS(=O)(=O)c1ccc(-c2cc(C(F)(F)F)n(C)n2)s1,5,-8,-2,-3,3,3,1,-6
CC(=O)CSc1ncnc2c1oc1ccccc12,-3,7,-15,-9,5,0,-3,-20
CC(=O)c1c(C)[nH]c(C(=O)OCC(=O)C(C)(C)C)c1C,-5,-10,23,-9,-4,4,-12,-7
O=C(Nc1cccnc1)C1CC(c2ccccc2O)=NO1 (stereo not given),11,-5,-10,-9,-5,-19,14,-8
COc1cccc(NC(=O)c2c([N+](=O)[O-])cnn2C)c1,4,-6,1,-6,-1,-9,7,6
COc1ccc(OC)c(S(=O)(=O)N2CCN(c3ccccc3OC)CC2)c1,0,2,15,-8,-1,8,15,-17
CCN(CC)CCN(Cc1cc2cc(C)ccc2[nH]c1=O)C(=S)NCc1ccco1,-3,-8,16,-2,-3,0,14,4
COc1ccc(CNC(=O)C[C@H]2C[C@H](C(=O)N3CCCCC3)[C@@]3(CCc4ccccc4)c4[nH]c5cc(-c6ccco6)ccc5c4CCN3C2=O)cc1OC,/,/,5,4,2,16,-11,/
COc1ccc(CCN2C(=O)CC(C(N)=O)SC2=Nc2ccccc2)cc1 (stereo not given),8,3,21,3,-7,-15,8,-2
COc1cccc(-n2c(=O)c3sccc3n(CC(=O)NC3CCCCC3)c2=O)c1,-4,-13,-24,-6,-12,9,-3,-9
O=C(O)C1CCN(S(=O)(=O)c2cccnc2)CC1,-2,-9,-6,-9,0,4,8,-8

# The order is random. Share with any hit: about 3.6%.
